Mcl-1 Bim block: inhibitors of Bim peptide binding to Mcl-1, primary screen, biochemical, bead-based flow cytometry, multiplex; Induced myeloid leukemia cell differentiation protein Mcl-1 (Homo sapiens), Q07820; Bim peptide-Mcl-1 binding; inhibition, % at 10 µM; actives 0.1% (n = 190,000); AID 1009, 2008; in the data active means inhibition above about 40%;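 further: 0% = no compound tracer wells and 100% = peptide blocker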
Target sequence (Q07820 whole entry, looked up): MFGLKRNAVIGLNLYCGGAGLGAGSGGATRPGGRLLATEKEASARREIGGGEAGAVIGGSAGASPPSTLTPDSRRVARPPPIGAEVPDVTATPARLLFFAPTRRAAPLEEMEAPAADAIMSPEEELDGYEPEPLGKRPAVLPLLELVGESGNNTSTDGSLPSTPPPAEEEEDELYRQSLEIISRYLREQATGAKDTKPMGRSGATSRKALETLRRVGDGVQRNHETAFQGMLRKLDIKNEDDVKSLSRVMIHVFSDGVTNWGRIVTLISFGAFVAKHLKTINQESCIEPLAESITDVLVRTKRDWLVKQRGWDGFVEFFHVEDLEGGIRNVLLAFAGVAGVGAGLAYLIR
HRas wt GTP bind: modulators of GTP binding to HRas wildtype, primary screen, biochemical, bead-based flow cytometry, multiplex | GTPase HRas (Homo sapiens), P01112 | GST-Ras wt beads, Bodipy-FL-GTP binding; actives lie on both sides | GTP binding activity, % at 10 µM | actives 0.14% (n = 190,000);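 active means GTP binding activity at least 20% away from the 100% baseline, either lowered as inhibitor or raised as activator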;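 further: 0% = unlabeled GTP competition control and 100% = no-compound control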
Target sequence (P01112 whole entry, looked up): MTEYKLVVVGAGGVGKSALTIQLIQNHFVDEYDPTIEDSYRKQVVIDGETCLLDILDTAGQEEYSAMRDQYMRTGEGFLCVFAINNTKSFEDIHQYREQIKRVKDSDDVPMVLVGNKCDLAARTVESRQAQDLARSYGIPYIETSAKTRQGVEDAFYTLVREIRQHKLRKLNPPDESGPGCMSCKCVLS
Pf gamet viab: late stage P. falciparum gametocyte viability inhibitors, primary screen, ATP luminescence, HTS. P. falciparum stage V gametocytes, 24 h. inhibition, % at 10.9 µM. actives 0.065% (n = 150,000). AID 743093, 2013;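 active means inhibition above the mean plus 3 SD of compounds within the control limits, set per campaign, cut at about 38% in these data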;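 further: 0% = DMSO wells and 100% = medium only without gametocytes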
Rab2A wt mod: modulators of GTP binding to Rab2A wildtype, primary screen, biochemical, dog, bead-based flow cytometry, multiplex | GST-Rab2 wt beads, Bodipy-GTP binding | Ras-related protein Rab-2A (Canis lupus familiaris), P61105 | GTP binding activity, % at 10 µM | actives 0.19% (n = 190,000);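 active means GTP binding activity at least 20 points away from 100%, either lowered or raised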;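 further: 0% = beads with excess unlabeled GTP and 100% = no-compound control corrected for plate trend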
Rab7 wt GTP bind: modulators of GTP binding to Rab7, primary screen, biochemical, wildtype, multiplex bead flow cytometry. Rab7 GTPase wild type (dog), Bodipy-FL-GTP binding. AID 758, 2007. GST-Rab7 beads, fluorescent GTP binding; actives lie on both sides; untreated = 100%, excess cold GTP = 0%. actives 0.055% (n = 190,000). GTP binding activity (percent of control), % at 10 µM;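 active means fluorescent GTP binding to Rab7 beads changed by at least 20 points from the 100% baseline, either direction, mostly lower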;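 further: median green fluorescence of bound Bodipy-FL-GTP per Rab7 bead population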
Mcl1-Noxa inh: Mcl-1/Noxa binding inhibitors, primary screen, biochemical, TR-FRET, 1536-well; inhibition, % at 21.7 µM; TR-FRET Mcl-1/Noxa peptide binding, 2 h; AID 1022, 2008; Induced myeloid leukemia cell differentiation protein Mcl-1 (Homo sapiens), Q07820; actives 1.5% (n = 220,000);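 active means compounds that cut the protein-peptide binding signal by more than 50% relative to plate controls in a single-dose test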;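 further: His-tagged Mcl-1 with rhodamine Noxa BH3 peptide and terbium anti-His antibody; 0% = Mcl-1 plus Noxa peptide wells and 100% = peptide-only wells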
Avidin bead fluor: green autofluorescence of compounds with avidin beads – biophysical, 488/530 nm, flow cytometry, artefact control, profiling panel; compound fluorescence 488/530 nm; active compounds read high; fluorescence (KMESF) at 10 µM; actives 0.38% (n = 220,000); AID 1775, 2009; in the data active means fluorescence above about 47; further: inactives centre near 10
Rac1 wt modul: wildtype Rac1 GTP binding modulators, primary screen, biochemical, GST-Rac1 beads, flow cytometry, multiplex; Ras-related C3 botulinum toxin substrate 1 (Homo sapiens), P63000; fluorescent GTP binding; actives lie on both sides; 0 = cold GTP competed, 100 = untreated; GTP binding activity (% of control), % at 10 µM; actives 0.27% (n = 190,000);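 active means GTP binding activity at least 20 points away from the 100% control level, either lower or higher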
Mcl1 Bid PPI: Mcl-1/Bid binding inhibitors, primary screen, biochemical, TR-FRET, 1536-well | Induced myeloid leukemia cell differentiation protein Mcl-1 (Homo sapiens), Q07820 | TR-FRET Mcl-1/Bid-Dy647 peptide binding | inhibition, % at 21.7 µM | actives 0.97% (n = 220,000) | AID 1021, 2008;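 active means compounds that cut the binding signal by more than half at the single screening dose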;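 further: His-tagged Mcl-1 with europium anti-His antibody binding Bid BH3 peptide; 0% = Mcl-1 plus peptide wells and 100% = peptide-only wells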
Cdc42 wt GTP: modulators of GTP binding to wildtype Cdc42, primary screen, biochemical, multiplex bead flow cytometry, Bodipy-GTP; percent activity (GTP binding), % at 10 µM; Cell division control protein 42 homolog (Homo sapiens), P60953; AID 761, 2007; GST-Cdc42 beads; actives lie on both sides; actives 0.2% (n = 190,000);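 active means percent activity GTP binding at least 20 points away from the 100% baseline, either down as inhibitor or up as activator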;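 further: median bead fluorescence of bound Bodipy-FL-GTP at 100 nM; 0% = excess unlabeled GTP control and 100% = no compound control; below 100% means less GTP binding so inhibitor and above means activator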
Target sequence (P60953 whole entry, looked up): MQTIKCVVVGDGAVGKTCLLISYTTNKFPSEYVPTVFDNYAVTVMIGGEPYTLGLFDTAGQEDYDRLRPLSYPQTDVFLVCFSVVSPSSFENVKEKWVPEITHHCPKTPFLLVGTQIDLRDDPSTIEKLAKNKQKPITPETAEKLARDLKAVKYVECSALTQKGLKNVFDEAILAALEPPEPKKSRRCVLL
Rac1 mut GTP: GTP binding modulators of activated mutant Rac1, primary screen, biochemical, bead-based flow cytometry, multiplex, fluorescent GTP; GST-Rac1 activated beads; actives lie on both sides; 100% means binding = to untreated wells; percent activity (GTP binding), % at 10 µM; actives 0.11% (n = 190,000); AID 764, 2007;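 active means GTP binding at least 20 percentage points away from the 100% baseline, in either direction, so actives lie on both sides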
Starred values were filed as active, the others as inactive; . = no result given. Not a hit list; about 2.7% have a hit in one of these screens.

Value order: Mcl-1 Bim block | HRas wt GTP bind | Pf gamet viab | Rab2A wt mod | Rab7 wt GTP bind | Mcl1-Noxa inh | Avidin bead fluor | Rac1 wt modul | Mcl1 Bid PPI | Cdc42 wt GTP | Rac1 mut GTP
O=c1[nH]cnc2scc(-c3ccc(Br)cc3)c12
  0 | 97 | 8 | 100 | 100 | -9 | 11 | 102 | 3 | 100 | 96
CC(C)c1ccc(CNC(=O)C(=O)NCCCn2ccnc2)cc1
  1 | 99 | 7 | 102 | 107 | -8 | 11 | 100 | -14 | 101 | 95
Cc1cccc(NC(=O)/C=C/c2cccs2)n1
  2 | 98 | -23 | 98 | 96 | 23 | 8 | 97 | -9 | 97 | 97
Cc1ccc(N(CC(=O)Nc2cccc(C)c2)S(=O)(=O)c2cccc3nonc23)cc1
  -5 | 101 | . | 98 | 100 | 3 | 10 | 102 | -4 | 100 | 96
CC(C)C(=O)c1cn(CC(=O)NCc2ccc3c(c2)OCO3)c2ccccc12
  0 | 98 | . | 98 | 97 | -9 | 23 | 101 | 7 | 100 | 95
COc1cc(C)ccc1OCCCOc1ccccc1Cl
  0 | 106 | 12 | 107 | 99 | 3 | 12 | 106 | -16 | 107 | 100
N#C/C(=C(/O)CSc1ccccn1)c1nc2ccccc2s1
  -6 | 94 | -4 | 95 | 101 | 38 | 9 | 98 | 9 | 95 | 91
CCC(C)(C(=O)NC1CCCC1)N(C(=O)c1cnccn1)c1ccccc1 (configuration not stated)
  -2 | 102 | . | 100 | 102 | 10 | 6 | 97 | -6 | 97 | 95
Nc1n[nH]c(CCCO)n1
  -1 | 99 | . | 100 | 102 | -19 | 13 | 106 | 0 | 102 | 98
COC(=O)CN1C(=S)N(Cc2ccccc2)C(=O)C1CC(=O)Nc1ccc(OC)cc1 (configuration not stated)
  -2 | 100 | 1 | 96 | 97 | 19 | 3 | 100 | 22 | 100 | 98
CN(C)CCNC(=O)Cn1nc(C(F)F)cc1C1CC1
  -2 | 93 | -2 | 89 | 91 | . | 11 | 89 | -11 | 93 | 91
CCc1nc(SCC(=O)N2c3ccccc3CC2C)c2c(C)c(C)sc2n1 (configuration not stated)
  1 | 101 | . | 98 | 99 | -28 | 24 | 104 | -3 | 101 | 98
CC(NC(=O)C1CCN(S(=O)(=O)N2CCC3(CC2)OCCO3)CC1)c1ccccc1 (configuration not stated)
  -1 | 95 | 9 | 96 | 104 | -5 | 9 | 96 | 15 | 96 | 92
C[C@@H]1CN(Cc2cn(C)nc2-c2cccc(Cl)c2)C[C@H](C)O1
  -4 | 101 | -38 | 100 | 105 | -2 | 8 | 99 | -42 | 101 | 97
O=C(Nc1nnc(CC(=O)N2CCOCC2)s1)c1cccs1
  1 | 102 | -1 | 102 | 102 | 19 | 12 | 107 | -20 | 104 | 99
CCOc1ccc(C2C(C(=O)c3cccs3)=C(O)C(=O)N2Cc2cccnc2)cc1 (configuration not stated)
  -2 | 103 | 9 | 100 | 106 | -6 | 11 | 104 | -33 | 105 | 98
CCOc1ccccc1N(CC(=O)NC(C)(C)C)C(=O)Cn1nnc(-c2ccc(C)o2)n1
  0 | 102 | . | 103 | 104 | 6 | 14 | 99 | -44 | 102 | 98
CCOC(=O)c1cc(CC)sc1NC(=O)c1cccc(N2C(=O)CCC2=O)c1
  -1 | 99 | 16 | 100 | 95 | 19 | 14 | 102 | 16 | 100 | 97
C=CCOc1ccc(Br)cc1CNCC
  1 | 102 | 14 | 100 | 108 | 5 | 10 | 102 | -33 | 99 | 99
COc1cc(NC(=O)NS(=O)(=O)c2ccc(C)cc2)cc(OC)c1
  -3 | 102 | 12 | 103 | 98 | 16 | 7 | 102 | -18 | 104 | 101
CCOc1ccc(/C(O)=C/C(=O)C(=O)Nc2ccc(S(=O)(=O)NC(C)=O)cc2)cc1
  -3 | 96 | . | 96 | 95 | -114 | 18 | 98 | -84 | 100 | 98
CN1c2ccccc2C(O)=C(C(=S)Nc2ccc(Cl)cc2)S1(=O)=O
  0 | 103 | . | 102 | 103 | 15 | 13 | 100 | 11 | 100 | 100
O=C(C1CC1(c1ccccc1)c1ccccc1)N1CCOCC1 (configuration not stated)
  -3 | 98 | . | 98 | 102 | 20 | 14 | 105 | -22 | 97 | 99
CCC(C)(C(=O)NC1CCCCC1)N(Cc1ccco1)C(=O)c1cnccn1 (configuration not stated)
  -4 | 102 | -23 | 102 | 98 | 8 | 13 | 103 | -26 | 102 | 98
CCCNC(=O)c1ccc(SCC(=O)N(CC)CC)c([N+](=O)[O-])c1
  -2 | 100 | . | 101 | 97 | 1 | 14 | 105 | -14 | 100 | 97
CC1CCCN(S(=O)(=O)c2ccc(NC(=O)CCN3C(=O)c4ccccc4C3=O)cc2)C1 (configuration not stated)
  -1 | 101 | . | 102 | 104 | 9 | 43 | 102 | -5 | 102 | 100
CCOc1cc(-n2ncc(C#N)c2N)nc(SC)n1
  -7 | 97 | 4 | 101 | 96 | -6 | 2 | 102 | -2 | 97 | 97
CNC(=S)N1CCc2cc(OC)c(OC)cc2C1COc1ccc(OC)cc1 (configuration not stated)
  2 | 98 | 1 | 100 | 100 | 10 | 11 | 98 | -31 | 102 | 97
OCCCNC(=S)Nc1ccc(Nc2ccccc2)cc1
  -1 | 96 | -8 | 97 | 96 | 11 | 9 | 101 | -36 | 98 | 97
CCc1c(C(=O)OC)nnc2cc(C)nn12
  -3 | 103 | 16 | 103 | 104 | 4 | 13 | 106 | -16 | 107 | 99
O=C(NCC1CCCCN1)c1cc(OCC(F)(F)F)ccc1OCC(F)(F)F (configuration not stated)
  -4 | 100 | . | 97 | 104 | 13 | 11 | 100 | -2 | 101 | 98
CC(=O)Nc1ccc(S(=O)(=O)NNC(=O)COc2cccc3ccccc23)cc1
  -4 | 98 | 10 | 97 | 99 | 11 | 15 | 102 | 8 | 98 | 100
CC(=O)NC1=NN(C(C)=O)C(C)(c2cccc([N+](=O)[O-])c2)S1 (configuration not stated)
  -1 | 96 | -2 | 96 | 97 | -2 | 3 | 98 | -7 | 97 | 94
CCC(c1nnnn1CCc1ccccc1)N(Cc1ccco1)Cc1cc2cccc(C)c2[nH]c1=O (configuration not stated)
  -2 | 98 | -1 | 98 | 96 | 2 | 7 | 103 | 3 | 103 | 99
COc1ccc(C2CC(=O)N(C)c3ccccc3S2)cc1OC (configuration not stated)
  0 | 98 | -8 | 97 | 102 | 13 | 13 | 102 | 1 | 96 | 96
C=CCOc1cccc(C2/C(=C(\O)c3ccc(F)cc3)C(=O)C(=O)N2CCN(C)C)c1 (configuration not stated)
  -2 | 97 | . | 96 | 99 | 6 | 7 | 97 | -33 | 96 | 96
Cc1ccc(CNc2ncc(-c3ccc4c(c3)OCO4)n2C)cc1
  0 | 102 | 7 | 101 | 101 | 18 | 8 | 103 | 13 | 104 | 100
COc1cccc(-c2cc(C(=O)Nc3ccccc3SC)no2)c1
  -1 | 102 | 9 | 103 | 99 | 27 | 27 | 108 | -3 | 105 | 102
CCOc1ccc(NC(=O)CN(C)CC(=O)Nc2ccccc2C#N)cc1OCC
  0 | 100 | 3 | 100 | 101 | 11 | 36 | 100 | -20 | 101 | 97
COc1ccc(CCNC(=O)C2CCN(S(=O)(=O)N3CC(C)CC(C)C3)CC2)cc1OC (configuration not stated)
  -2 | 103 | . | 106 | 101 | 6 | 10 | 104 | -23 | 105 | 101
Cc1sc2ncn(CC(=O)NCC3COc4ccccc4O3)c(=O)c2c1S(=O)(=O)N1CCCCC1 (configuration not stated)
  -3 | 98 | . | 101 | 106 | 3 | 8 | 100 | -32 | 99 | 95
Cc1nc(-n2cc(F)c(=O)[nH]c2=O)c2nc(C)oc2n1
  0 | 99 | . | 97 | 95 | -1 | 10 | 95 | 3 | 99 | 97
O=[n+]1c2c(n([O-])c3cc(F)c(F)cc31)CCCC2
  4 | 97 | . | 99 | 101 | -10 | 7 | 98 | -37 | 98 | 96
O=c1cc(-c2c(O)c3ccccc3n(Cc3ccccc3)c2=O)[nH][nH]1
  0 | 91 | . | 92 | 102 | 23 | 8 | 94 | -57 | 87 | 89
CC1(C)CC(=O)C(C=NC2CCCCC2)=C(O)C1
  0 | 99 | . | 98 | 97 | 9 | 8 | 100 | -6 | 99 | 98
CCN(CC)c1nc2c(s1)C(=O)NCCC2
  0 | 97 | . | 96 | 97 | -4 | 8 | 98 | -42 | 98 | 96
COC(=O)c1ccc(NC(=O)COc2ccc(C3C(C#N)=C(N)Oc4c3ccc3ccccc43)cc2OC)cc1 (configuration not stated)
  0 | 101 | 9 | 103 | 101 | -7 | 12 | 102 | -16 | 101 | 100
Cc1ccnc(NC(=O)c2ccc(S(=O)(=O)c3ccccc3)cc2)c1
  0 | 101 | -17 | 100 | 103 | 4 | 10 | 100 | -35 | 100 | 98
Cc1ccc(C)c(NC(=S)/C(=C(\[O-])c2ccc(Cl)s2)[n+]2ccccc2)c1
  -5 | 96 | 14 | 96 | 94 | 19 | 13 | 97 | -45 | 93 | 94
COc1cc(/C=N/N=C(N)N)ccc1OCc1ccccc1Cl
  -1 | 96 | 9 | 99 | 94 | 33 | 10 | 101 | -10 | 95 | 98
CCOc1ccc(S(=O)(=O)Oc2ccc3ccccc3c2)cc1
  1 | 98 | . | 100 | 103 | -11 | 14 | 99 | 6 | 99 | 99
Cc1ccc(/C=N/N2C(=S)SC(C)(C)C2N(O)C(=O)Nc2ccc([N+](=O)[O-])cc2)cc1 (configuration not stated)
  -1 | 100 | . | 98 | 100 | 3 | 34 | 103 | -24 | 101 | 98
CCCn1c(N)c(Sc2ccc(C)cc2)c(=O)n(CCC)c1=O
  0 | 95 | -7 | 95 | 96 | 7 | 24 | 95 | -19 | 93 | 96

Compound activity as filed in PubChem.
